# Lipid storage S3: qHTS Assay for Lipid Storage Modulators in Drosophila S3 Cells | Drosophila S3 cells, BODIPY lipid droplet fluorescence, 18-24 h; cells fed with added oleic acid | lipid storage change, negative = inhibition, % at the top dose, mostly 46.1 µM; hits show Potency in µM | hit rate 0.64% among 320,000; active means well fitted inhibition curve with a large enough effect in the signal ratio, with a control signal flat, not every such curve was filed as active; inconclusive means small, poorly fitted or top-dose-only effect, or effect the other way, or a change in a side signal; the % refers to the signal ratio
#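 Drosophila S3 cells loaded with oleic acid (400 uM, as added) and compounds at several concentrations; lipid droplets imaged by 488-nm laser-scanning cytometry, 500–530 nm intensity and object ratio to cell channel. Percent activity normalized to 20 uM Triacsin C.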
# Lipid storage S3 cell count max: further read-out of Lipid storage S3, marked with its call; cell number change, %; measured here: cell count max response;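 cells counted by Cell Tracker Red CMTPX staining in the red channel; peak over a dose series mostly up to 46.1 µM; percent activity relative to internal control wells on each plate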
# Starred values were filed as active, the others as inactive; i = inactive; u = inconclusive; x = no result given; [ ] = another dose, or the depositor's remark. On the % scale 0 is the no-effect control and ±100 the full control effect; potency means the concentration at half of the fitted maximal effect. Some of the compounds tested (hit frequency here may not be typical).
SMILES,Lipid storage S3,Lipid storage S3 cell count max
O=c1/c(=C\c2ccc(O)cc2)sc2n1C(c1ccccc1)C(c1ccccc1)=NN=2 (stereo not given),u,x
CCOC(=O)c1ccc(-n2c(N)c(C(=O)NCc3ccco3)sc2=S)cc1,i,-2
CC(NCC(O)c1ccc([N+](=O)[O-])cc1)C12CC3CC(CC(C3)C1)C2 (stereo not given),u,x
O=C(O)c1cccc(-n2c(/C=C/c3ccc([N+](=O)[O-])cc3)nc3ccccc3c2=O)c1,i,-14
Cc1ccc(Nc2nc(N)nc(CN3CCCCCC3)n2)c(C)c1,i,-16
C=CCNc1sc(C(=O)C2CC2)c(N)c1C#N,u,x
O=C(NC1CCCC1)c1sc(=S)n2c1[nH]c(=O)c1ccccc12,u,x
NNC(=O)Cn1cnc2ccccc21,u,x
C=CCNc1nc(C(=O)OCC(=O)c2ccccc2)cs1,i,16
O=C(NCc1cccs1)c1ccccc1,u,x
Cc1ccc(OCCOCCN2CCN(C)CC2)c([N+](=O)[O-])c1,16%,-2
CCN(CC)S(=O)(=O)c1ccc(N2CC(C(=O)NCc3ccc4c(c3)OCO4)CC2=O)cc1 (stereo not given),u,x
CC1CCN(C(=O)Cn2cnc3c2c(=O)n(C)c(=O)n3C)c2ccccc2S1 (stereo not given),u,x
O=C(COC(=O)/C=C/C(=O)OCC(=O)Nc1ccccc1F)Nc1ccccc1F,-3%,1
CC(=O)Nc1cccc(-c2nc3ccccc3[nH]2)c1,2%,-1
O=C(NCc1ccccc1)c1ccc2c(c1)C(=O)N(CC1CCCO1)C2=O (stereo not given),0%,-16
Fc1ccc(N2CCN(c3nnnn3-c3ccccc3)CC2)cc1,i,x
c1ccc(CN2CCN(C3=Nc4cccc5cccc3c45)CC2)cc1,u,x
CCN(CC)c1ccc(/C=C2/SC(=O)N(C(C)C)C2=O)o1,u,x
Clc1ccc(-c2ccc(CNCc3ccccn3)o2)cc1,u,x
CC1(C)CC2CC(C)(CN2CC(=O)C(C#N)c2ccccc2)C1 (stereo not given),3%,5
CCCNC(=O)C12CCC(C)(C(=O)O1)C2(C)C (stereo not given),u,x
O=C1N[C@@H](Cc2ccccc2)C(=O)N1CCN1CCOCC1,u,x
CCCCn1c2nc3ccccc3nc2c2c(=O)n(CCC(C)C)cnc21,u,x
NC[C@H](O)c1ccc(O)c(O)c1,-7%,-25
SMILES,Lipid storage S3,Lipid storage S3 cell count max
COCCn1c(SCC(=O)N(C)c2c(N)n(Cc3ccccc3)c(=O)[nH]c2=O)nnc1-c1cccc(C)c1,9%,13
CCCC(=NCCc1c(C)[nH]c2ccccc12)C1=C(O)CC(c2ccccc2)CC1=O (stereo not given),u,x
O=C(O)CC/C(=N\NC(=O)CNC(=O)c1cccc(Cl)c1)c1ccccc1,8%,10
CCC1CCCCN1C(=S)Nc1ccc(OC(F)F)cc1 (stereo not given),-10%,-3
c1ccc(N2CCN(c3nnnn3-c3ccccc3)CC2)cc1,6%,x
Cc1csc(SCC(=O)Nc2ccccn2)n1,u,x
Cc1ccccc1C(=O)O/N=C/c1c(N2CCOCC2)n(C)c2ccccc12,u,x
COc1cccc(CNS(=O)(=O)c2c(C(=O)N3CCCC3)c(C)n(C)c2C)c1,u,x
Cc1cccc(/C=N/NC(=O)Cn2nccc2C)n1,7%,3
CNS(=O)(=O)c1ccc(NS(=O)(=O)c2ccccc2F)cc1,u,x
COc1ccc(C(=O)N(C)Cc2nc3ccccc3c(=O)[nH]2)cc1S(=O)(=O)N1CCCC1,15%,10
CC(C)(C)c1cnnn1-c1ccc(C=O)cc1,5%,6
COc1cc(NC(N)=S)c(OC)cc1Cl,7%,x
CN(CC1CCCO1)S(=O)(=O)c1ccc(C(=O)Nc2nccs2)cc1 (stereo not given),-8%,-10
O=C(NC(=S)NCc1ccncc1)c1ccccc1,u,x
CC(C(=O)Nc1ccc(Cl)cc1Cl)N1C(=O)NC2(CCCCCCC2)C1=O (stereo not given),u,x
Cc1ccc(C(=O)N/C(=C\c2cn(S(=O)(=O)N(C)C)c3ccccc23)C(=O)NCCN2CCOCC2)cc1,-1%,-7
CCN(Cc1ccncc1)Cc1nc(Cc2ccccc2Cl)no1,u,x
CCCC(=O)Nc1cc(C)c(NC(=O)c2cccs2)cn1,u,x
O=Nc1onc(-c2ccc([N+](=O)[O-])cc2)c1NO,u,x
O=C(CSc1ccccn1)Nc1cccc([N+](=O)[O-])c1,u,x
Cc1ccccc1-c1nc(CS(=O)CC(=O)NCCc2ccc(Cl)cc2)c(C)o1 (stereo not given),-24%,-21
CC(C)Cn1cc(Cl)c(=O)n(CC(C)C)c1=O,i,x
CC1(C)C=C(c2ccc(O)cc2)CC(C)(C)N1,u,x
O=C(Nc1cccc2ccccc12)NC1Cc2ccccc2C1,4%,17
SMILES,Lipid storage S3,Lipid storage S3 cell count max
Cc1ccc(NC(=O)COC(=O)c2ccc3c(c2)OCCO3)cc1,-6%,-1
COC(=O)c1cccc(C(=O)N2CCC(CO)(CCc3ccccc3)CC2)c1,15%,2
Nc1nc(CSC(=S)N2CCN(c3ccccc3)CC2)nc(Nc2ccc(F)cc2)n1,u,x
CC(=O)Oc1ccc(-c2cccc(C(=O)N3CCCCC3)c2)cc1,u,x
C[n+]1cccc(C2C(C#N)=C(N)Oc3c2ccc2ccccc32)c1 (stereo not given),u,x
O=C1N=C(N2CCCC2)S/C1=C\C=C\c1ccccc1,u,x
CN(C)c1ccc(NC(=O)CSc2nnc(-c3cnccn3)n2C)cc1,u,x
O=Cc1cccc(Oc2ccc([N+](=O)[O-])cc2[N+](=O)[O-])c1,u,x
Cc1nccn1CCC(=O)Nc1ccc(Cl)cc1,u,x
Cc1cccc2c1CC(C)(C)N=C2C1=C(O)CC(C)(C)CC1=O,i,22
Cc1nc2sc3c(c2c(=N)n1N)CCCC3,u,x
O=C(N/C(=C\c1ccco1)C(=O)N1CCCC1CO)c1ccccc1 (stereo not given),u,x
COc1ccc2c3c(c(=O)oc2c1OCC(=O)C(C)(C)C)CCCC3,u,x
CCN1CCN(c2ccc(S(=O)(=O)N3CCCCC3)cc2NC(=O)/C=C/c2cccc(OC)c2OC)CC1,u,x
C/C(=C\C(=O)Nc1cscc1C)C(=O)O,19%,2
CN1CCN(C(=O)C2CCN(S(=O)(=O)c3cnc[nH]3)CC2)CC1,-2%,-1
CCCc1[nH]c(=O)c(C#N)c2c1CCCC2,0%,9
C=C(C)C(=O)O[C@H]1C/C(C)=C\C(=O)/C=C(\C)[C@H](O)[C@@H]2OC(=O)C(=C)[C@@H]21,u,x
O=C(NNC(=O)c1ccc[nH]1)c1cccc(C(F)(F)F)c1,1%,3
O=C(CC1C(=O)NCCN1CC1CCCCC1)NCc1ccc(F)cc1F (stereo not given),-17%,6
CC(=O)Nc1nnc(CSCc2ccc(F)cc2)s1,2%,x
CCC(C(=O)N1CCN(c2ccccc2OC)CC1)c1ccccc1 (stereo not given),u,x
COc1cc(C(=O)Oc2cccc(/C=N/NC(=O)c3cc(C)[nH]n3)c2)cc(OC)c1OC,u,x
O=C(O)c1cccc(C(=O)c2cccc(C(=O)O)c2)c1,u,x
Cc1ccc(C)n1-c1ccc(N(C)C)cc1,1%,-3
SMILES,Lipid storage S3,Lipid storage S3 cell count max
CCOC(=O)N1CCC(NC(=O)C(NS(=O)(=O)c2cccc3nsnc23)c2ccccc2)CC1 (stereo not given),u,x
Cc1cc(=O)oc2c1c(C)nn2-c1cccc(Cl)c1,27%[9.22 µM],3
COCCNC(=S)N(CCc1c(C)[nH]c2ccc(C)cc12)Cc1cc(OC)c(OC)c(OC)c1,u,x
O=C(CCn1c(=O)c2cccn2c2cccnc21)N1CCN(c2cccc(Cl)c2)CC1,u,x
CN(Cc1nc2ccccc2c(=O)[nH]1)c1ccccc1,u,x
Cc1nc(NC(=O)C2CCCCC2C(=O)O)sc1C (stereo not given),u,x
Cc1ccc(/C=C2/SC(=S)N(CCC(=O)N3CCN(c4ccccc4)CC3)C2=O)cc1,u,x
CC(C)Oc1ccc(CCc2nnc(SCC(=O)O)n2-c2ccccc2)cc1,u,x
O=C(C1=C(O)C(=O)N(CCN2CCOCC2)C1c1ccccn1)c1cccs1 (stereo not given),i,17
O=C(Nc1nncs1)c1c(F)c(F)c(F)c(F)c1F,u,x
CC(Oc1ccc(Cl)cc1)C(=O)NNC(=S)NC(=O)c1ccco1 (stereo not given),u,x
CCCN(CCC)S(=O)(=O)c1ccc(NS(=O)(=O)c2ccc(F)cc2)cc1,u,x
O=C(C1CCN(S(=O)(=O)c2cccs2)CC1)N1CCN(c2ccccc2)CC1,1%,10
COC(=O)c1c(NC(=O)c2cccs2)sc2c1CCCC2,u,x
Cc1cccc(Cc2nnc(CCC(=O)N3CCCC(CN4CCOCC4)C3)o2)c1 (stereo not given),-4%,1
COc1ccccc1NC=C1C(=O)OC(C)(C)OC1=O,u,x
CCOC(=O)C(C)Sc1ncc(OC)c(Sc2ccc(Cl)cc2)n1 (stereo not given),21%,-4
c1ccc(CSc2nc3ccccc3[nH]2)cc1,12%,13
COc1ccccc1CNc1ccc(Br)cn1,u,x
COc1ccc(C(=O)NC(=S)NCC2CCCO2)cc1 (stereo not given),i,-4
COc1ccc(C(=O)N2CCCC(c3nc(-c4cccs4)no3)C2)cc1 (stereo not given),27%,-24
CC(C)[C@H](NC(=O)c1ccco1)C(=O)OCC(=O)N(C)c1ccccc1,-17%,1
C/C(=N\NC(=O)c1cccc(C)c1)c1ccc(N2CCOCC2)cc1,u,x
O=C(Nc1ccc(N2CCN(C(=O)c3ccco3)CC2)cc1)c1ccc(F)cc1,u,x
COC(=O)CN1C(=O)COc2ccc(S(=O)(=O)N3CCOCC3)cc21,u,x
SMILES,Lipid storage S3,Lipid storage S3 cell count max
CCOC(=O)c1cc(OC(=O)c2ccccc2)n(-c2ccccc2)n1,u,x
CCC(C)c1ccc(NS(=O)(=O)c2c(C)[nH]c(=O)[nH]c2=O)cc1 (stereo not given),-5%,7
O=C(c1ccc2c(=O)n3c(nc2c1)CCCCC3)N1CCN(c2ccccc2)CC1,u,x
Cc1cc(-c2ccc(Cl)cc2)c2cnn(C(C)C)c2n1,u,x
CN(Cc1ccccc1)C(=O)CN1C(=O)c2ccc([N+](=O)[O-])cc2C1=O,u,x
Cn1cccc1-c1cc(C(=O)N/N=C/c2cccc(O)c2)[nH]n1,-5%,2
COc1ccccc1CCC(=O)Nc1cc(S(=O)(=O)N2CCCCC2)ccc1N1CCN(C)CC1,i,x
CNC(=O)C1CCN(S(=O)(=O)c2c(C)noc2/C=C/c2ccc(OC)cc2)CC1,u,x
Cc1c(N=Nc2ccc(N(C)C)cc2)c(=O)n(-c2ccccc2)n1C,-4%,-20
O=C(Nc1cc(S(=O)(=O)N2CCCCCC2)ccc1OCC(F)(F)F)c1cnccn1,u,x
COc1ccc(CNC(=O)C2CCN(S(=O)(=O)N3CCCCC3)CC2)c(OC)c1,u,x
CC1(C)C2CC=C(/C=N/NC(=S)Nc3cccnc3)C1C2 (stereo not given),u,x
Cc1ccc(N(C(=O)CNC(=O)c2ccco2)C(C(=O)NC2CCCC2)c2cccnc2)c(C)c1 (stereo not given),u,x
Cc1cccc(Cc2cnc(NC(=O)c3ccc(C)o3)s2)c1,u,x
CC(NC(=O)c1ccc2c(c1)OCCO2)c1ccc(S(N)(=O)=O)cc1 (stereo not given),u,x
CC1(CCc2ccc3c(c2)OCO3)NC(=O)c2ccccc2N1 (stereo not given),u,x
COc1ccc(CC(=O)OCC(=O)NC2CCCCCC2)cc1OC,u,x
COCCn1c(C)cc(C(=O)COC(=O)CCc2ccc(S(=O)(=O)N3CCOCC3)cc2)c1C,u,x
COc1ccc(-n2nc(C(=O)Nc3nc4ccc(OC)cc4s3)c3ccccc3c2=O)c(OC)c1,10%,-3
O=C(CCc1ccccc1)Nc1cccc(-c2nnc(-c3ccco3)o2)c1,u,x
CN(CCOC(=O)c1ccccc1)Cc1ccccc1,16%,-14
CC(C)C(CC(=O)NCc1ccco1)c1ccco1 (stereo not given),i,x
COc1ccccc1NC(=O)CSc1nnc(C2CCCCC2)o1,u,x
COc1cc2c(cc1OC)CN(C(=O)Cn1ccccc1=O)CC2,u,x

# An excerpt of these results, as labelled records.
> CNC(=O)C1CCN(S(=O)(=O)c2c(C)noc2/C=C/c2ccc(OC)cc2)CC1
  Lipid storage S3: u | Lipid storage S3 cell count max: x
> Cc1c(N=Nc2ccc(N(C)C)cc2)c(=O)n(-c2ccccc2)n1C
  Lipid storage S3: -4% | Lipid storage S3 cell count max: -20
> O=C(Nc1cc(S(=O)(=O)N2CCCCCC2)ccc1OCC(F)(F)F)c1cnccn1
  Lipid storage S3: u | Lipid storage S3 cell count max: x
> COc1ccc(CNC(=O)C2CCN(S(=O)(=O)N3CCCCC3)CC2)c(OC)c1
  Lipid storage S3: u | Lipid storage S3 cell count max: x

# Of the compounds above, these have an aryl thioether with sulfur outside any ring:
SMILES,Lipid storage S3,Lipid storage S3 cell count max
COCCn1c(SCC(=O)N(C)c2c(N)n(Cc3ccccc3)c(=O)[nH]c2=O)nnc1-c1cccc(C)c1,9%,13
Cc1csc(SCC(=O)Nc2ccccn2)n1,u,x
O=C(CSc1ccccn1)Nc1cccc([N+](=O)[O-])c1,u,x
CN(C)c1ccc(NC(=O)CSc2nnc(-c3cnccn3)n2C)cc1,u,x
CC(C)Oc1ccc(CCc2nnc(SCC(=O)O)n2-c2ccccc2)cc1,u,x
CCOC(=O)C(C)Sc1ncc(OC)c(Sc2ccc(Cl)cc2)n1 (stereo not given),21%,-4
c1ccc(CSc2nc3ccccc3[nH]2)cc1,12%,13
COc1ccccc1NC(=O)CSc1nnc(C2CCCCC2)o1,u,x

# Bioassay records: PubChem BioAssay, National Center for Advancing Translational Sciences (NCATS)
